DAX1 inh-1 = inhibits human nuclear receptor DAX1; HEK293 Gal4-DAX1 luciferase reporter, luminescence; inhibition, % at 6.75 µM; 0.99% of 340,000 active; AID 504766;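 active = inhibition above the mean over all tested compounds plus 3 SD, cut at about 4.2% in these data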;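 also: 0% = DAX1-transfected cells with DMSO and 100% = empty-vector control cells with DMSO; inhibition shows as a rise in luminescence from relieved DAX1 repression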
PLC-beta3 inh = PLC-beta3 (human) inhibition, primary screen | AID 720704 | Q01970 | inhibition, % at 12.2 µM | Purified PLC-beta3, fluorogenic substrate, fluorescence | 0.18% of 370,000 active; in the data active = inhibition above about 11%;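 also: 0% = median of compound wells on plate and 100% = full blocker control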
ADAM17 inh = inhibits human ADAM17; recombinant ADAM17, EDANS/DABCYL FRET peptide cleavage; P78536; inhibition, % at 6.95 µM; 0.83% of 370,000 active;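 active = inhibition above the mean of compounds lying between control limits plus 3 SD, set per campaign, cut at about 8.5% in these data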;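 also: 0% = DMSO-only wells as the low control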
hgDAF12 agonist = hgDAF-12 agonism, primary luciferase screen. HEK293 GAL4-hgDAF12 UAS-luciferase reporter, agonist luminescence; normalized to butyrate control. activation, % at 6.8 µM. 1.8% of 370,000 active. AID 687014;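 active = activation above a cutoff set at the mean of all screened compounds plus 3 SD, cut at about 10% in these data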;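 also: 0% = DMSO wells and 100% = sodium butyrate wells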
PLC-gamma1 inh = PLC-gamma1 (human) inhibition, primary screen; P19174; purified PLC-gamma1, fluorogenic substrate, fluorescence; inhibition, % at 12.2 µM; 0.84% of 370,000 active; AID 720700; in the data active = inhibition above about 9.5%
Target sequence (P19174 whole entry, looked up): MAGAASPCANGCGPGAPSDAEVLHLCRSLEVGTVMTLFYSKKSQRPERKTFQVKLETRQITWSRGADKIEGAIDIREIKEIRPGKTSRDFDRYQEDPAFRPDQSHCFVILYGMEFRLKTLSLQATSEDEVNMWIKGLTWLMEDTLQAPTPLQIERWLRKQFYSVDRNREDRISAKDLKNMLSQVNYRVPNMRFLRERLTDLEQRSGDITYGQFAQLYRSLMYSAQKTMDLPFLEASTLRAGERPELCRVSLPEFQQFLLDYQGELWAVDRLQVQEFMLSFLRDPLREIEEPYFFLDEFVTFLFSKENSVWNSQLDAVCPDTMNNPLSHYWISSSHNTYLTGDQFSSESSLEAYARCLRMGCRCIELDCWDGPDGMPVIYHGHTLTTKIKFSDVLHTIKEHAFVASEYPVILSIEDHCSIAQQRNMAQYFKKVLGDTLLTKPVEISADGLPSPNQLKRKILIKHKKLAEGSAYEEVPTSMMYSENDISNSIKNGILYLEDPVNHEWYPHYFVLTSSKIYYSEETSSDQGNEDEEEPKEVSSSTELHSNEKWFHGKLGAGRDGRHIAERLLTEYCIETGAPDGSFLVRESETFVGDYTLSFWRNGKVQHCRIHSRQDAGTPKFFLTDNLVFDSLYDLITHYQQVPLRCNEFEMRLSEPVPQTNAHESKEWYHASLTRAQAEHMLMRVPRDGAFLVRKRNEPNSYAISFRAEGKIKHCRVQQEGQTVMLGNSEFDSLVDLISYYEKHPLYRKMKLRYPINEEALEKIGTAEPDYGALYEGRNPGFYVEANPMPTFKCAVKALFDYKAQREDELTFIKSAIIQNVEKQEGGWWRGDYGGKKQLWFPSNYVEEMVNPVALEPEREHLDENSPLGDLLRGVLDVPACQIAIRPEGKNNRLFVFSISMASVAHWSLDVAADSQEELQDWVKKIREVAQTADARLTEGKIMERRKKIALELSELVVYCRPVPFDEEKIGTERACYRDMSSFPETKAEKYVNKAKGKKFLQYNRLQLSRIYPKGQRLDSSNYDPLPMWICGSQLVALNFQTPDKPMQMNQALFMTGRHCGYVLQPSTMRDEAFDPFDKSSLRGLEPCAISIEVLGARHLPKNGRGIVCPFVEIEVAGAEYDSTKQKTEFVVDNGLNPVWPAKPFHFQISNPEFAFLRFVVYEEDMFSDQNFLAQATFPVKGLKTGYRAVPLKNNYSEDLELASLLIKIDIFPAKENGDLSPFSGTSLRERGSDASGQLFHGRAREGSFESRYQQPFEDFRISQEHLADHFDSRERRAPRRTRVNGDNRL
MBD2 DNA inh = MBD2-methylated oligo binding inhibition; Q9UBB5; TR-FRET, MBD2 binding to methylated oligonucleotide; inhibition, % at 4.4 µM; 0.31% of 370,000 active; AID 686964; in the data active = inhibition above about 13%
ssDAF12 agonist = activators of S. stercoralis DAF-12 nuclear receptor; HEK293 ssDAF-12/GRIP1 lit1-tk-luc reporter, luminescence; % of 3 µM dafachronic acid response; activation, % at 6.8 µM; 1% of 370,000 active; AID 652126;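 active = activation above the mean over all tested compounds plus 3 SD, cut at about 0.9% in these data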;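 also: 0% = DMSO-only wells and 100% = 3 µM delta7-dafachronic acid wells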
Rev-erbA mod = modulates human Rev-erb alpha binding to DNA; P20393; AID 1259318; activity, % at 10 µM; Rev-erbα–FITC-DNA binding, fluorescence polarization, 90 min; 0.79% of 370,000 active;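 active = activity above about 14%, limit read from the data; passing the limit was not always enough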;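 also: 0% = DMSO wells with 35 nM protein and 100% = DMSO wells with 750 nM protein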
SMARCA2 act = increases SMARCA2 function in MMTV reporter cells; MG213 cells, MMTV-luciferase reporter, dexamethasone, overnight; activation, % at 9.1 µM; 1% of 370,000 active; AID 652017; in the data active = activation above about 7.8%;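 also: 0% = vehicle wells and 100% = reference activator wells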
DAX1 inh-2 = inhibitors of DAX1 repression of SF-1 activated StAR promoter | HEK293T StAR-luciferase reporter, SF-1/DAX-1 repression relief | inhibition, % at 6.8 µM | 1.1% of 370,000 active | AID 652010;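 active = inhibition above the mean over all tested compounds plus 3 SD, cut at about 3.6% in these data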;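 also: 0% = DAX-1 cells with DMSO and 100% = cells lacking DAX-1 with DMSO; higher inhibition means more luminescence from relief of DAX-1 repression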
hcDAF-12 act = activators of H. contortus DAF-12 nuclear receptor; HEK293 hcDAF-12 lit1-tk-luc reporter, luminescence; 0% DMSO, 100% Δ7-dafachronic acid; activation, % at 6.8 µM; 1.4% of 370,000 active; AID 652067;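 active = activation above the mean of all tested compounds plus 3 SD, cut at about 5.5% in these data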;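 also: 100% = response to 3 µM Δ7-dafachronic acid high control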
Active calls of the source: *; nt = no result given.

Each structure is followed by: DAX1 inh-1	PLC-beta3 inh	ADAM17 inh	hgDAF12 agonist	PLC-gamma1 inh	MBD2 DNA inh	ssDAF12 agonist	Rev-erbA mod	SMARCA2 act	DAX1 inh-2	hcDAF-12 act
- O=C(CC(c1ccccc1)c1ccccc1)Nc1ccncc1
  0.2	-4	-2	-2.2	0	4	-1.4	2	-4	-0.7	-1.1
- O=S(=O)(c1ccc(Cl)cc1)N1CCNCC1
  -0.3	-4	-1	1.5	-1	-1	-0.5	1	0	2.1	0.0
- O=C(NCc1ccncc1)c1cc(S(=O)(=O)N2CCOCC2)c(Cl)cc1Cl
  -1.1	-7	-4	-0.6	-4	3	-1.3	-3	-2	-0.2	-0.4
- CCOc1ccc2nc(SCC(=O)c3cccs3)sc2c1
  2.8	-9	2	12*	-1	12	0.9	-8	7	2.3	3.6
- O=[N+]([O-])c1ccc(N2CCN(c3ccccn3)CC2)c(Cl)c1
  1.1	0	-3	3.6	3	7	-1.2	-1	3	-0.4	-1.0
- COc1ccc(CN(C)C(=O)C2CCCN(c3nc4ccccc4o3)C2)cc1 (stereo not drawn)
  nt	-2	2	-1.4	-1	-3	-0.6	4	4	-0.7	-2.9
- CCc1ccccc1NC(=O)CNC(=O)c1ccc(OCc2cn3ccccc3n2)cc1
  0.7	-7	-5	0.1	1	3	-0.8	-6	-3	1.0	-0.5
- CCN1CCN(CCCNC(=O)CCC(=O)N2CC(C)Oc3ccc(C)cc32)CC1 (stereo not drawn)
  2.1	5	0	2.3	3	-1	-1.6	8	-1	-0.5	0.7
- CCCNC(=O)C(Cc1ccc(I)cc1)NC(=O)C1CC1 (stereo not drawn)
  -0.3	4	-3	0.5	2	-2	-1.4	0	-1	0.0	-0.5
- CC(=O)OCC(=O)Nc1ccc(N=Nc2ccccc2)cc1
  0.2	10	5	17*	7	4	0.8	-4	4	4.8*	4.4
- Nc1cc(S(=O)(=O)C(F)(F)F)ccc1C(=O)O
  0.0	0	0	-0.6	-1	0	-1.4	3	2	-0.1	-1.5
- COc1cc(NC(=O)CN2C(=O)CSc3ccc(S(=O)(=O)N4CCCC4)cc32)cc(OC)c1
  0.1	-5	3	-1.2	-1	-2	-1.3	-3	-2	-0.3	-2.5
- CCc1nnc2sc(-c3ccc(NC(=O)CSc4ccc(Cl)cc4)cc3)nn12
  -0.6	-1	1	0.0	6	3	-1.4	32*	-1	-0.2	-0.9
- COc1ccc(NC(=O)CN(C)S(=O)(=O)c2ccc(Cl)cc2)cc1Cl
  2.5	3	1	-1.6	3	-3	-1.2	3	2	0.2	-1.4
- Cc1ccc(C(=O)N2CCCC(Nc3ccc(C(C)C)cc3)C2)cn1 (stereo not drawn)
  0.3	-12	-3	-0.3	0	6	-1.0	1	0	-0.2	0.2
- CC(C)CN(C(=O)c1cccc(S(=O)(=O)N2CCN(Cc3ccccc3)CC2)c1)C1CCS(=O)(=O)C1 (stereo not drawn)
  0.9	-8	-1	-2.4	0	2	-1.1	-3	0	-0.6	-0.6
- O=C(Nc1ccc(S(=O)(=O)N2CCCCC2c2cccnc2)cc1)c1ccccc1F (stereo not drawn)
  -1.4	0	0	-4.5	2	-7	-1.7	-1	-1	-0.9	-3.1
- CC1CCCC(C)N1CCCNC(=O)Cn1cc2c(n1)CCCC2 (stereo not drawn)
  1.1	-2	-1	-2.9	0	2	-1.0	7	-1	2.3	-2.0
- Nc1cc(=O)[nH]c2ncnn12
  0.1	-2	-4	-2.2	2	8	-1.3	-4	-1	1.2	-0.5
- C[C@H]1COC(=O)CCC/C=C\C[C@H](CC(=O)N(CCO)Cc2ccccc2)C(=O)N1
  0.1	4	0	1.7	2	-5	-0.1	3	6	0.4	-0.6
- Cc1cccc(/C=C/C(=O)c2ccc(NC3=NCCCS3)cc2)c1
  -0.1	-3	6	6.5	-6	-5	-1.0	1	3	-0.6	-1.6
- COc1ccc2[nH]c3c(c2c1)CCN[C@]31C(=O)Nc2ccccc21
  nt	-1	-2	2.5	-15	-1	-0.1	-10	-1	-1.1	0.0
- COC(=O)C(C(=O)OC)C1CCCCC1NS(=O)(=O)c1ccc(C)cc1 (stereo not drawn)
  nt	4	3	-2.1	0	-1	-1.2	-5	-3	1.4	-0.6
- Cc1ccc(Nc2nnc(SCC(=O)Nc3cccc(S(=O)(=O)N4CCCCC4)c3)s2)cc1
  -0.6	0	11*	2.1	4	0	-1.3	2	-1	0.1	-1.9
- O=c1c([N+](=O)[O-])cccn1Cc1ccccc1Cl
  0.2	-6	-6	-0.2	1	-6	-1.7	-7	-1	0.2	-1.8
- COc1ccc2[nH]cc(C(=O)N3CCCCC3)c(=O)c2c1
  1.4	-2	-37	2.0	-5	6	-0.6	-4	-9	0.1	-0.8
- CC1CCN(C(=O)Cn2cnc3c(cnn3C(C)(C)C)c2=O)CC1
  1.9	-7	-5	10	0	0	-0.6	-1	2	1.4	2.6
- Cc1nc2ccccn2c1C(=O)NCCCN1CCOCC1
  -0.6	-1	-4	-0.1	-3	4	-1.0	-3	0	-0.7	-1.1
- COc1ccc(NC(=O)CN(C)S(=O)(=O)c2ccc3c(c2)OCCO3)c2ncccc12
  -0.5	-1	-1	1.5	-1	-5	-0.9	1	2	-0.1	-2.2
- CC(C)=NNc1nc(-c2ccccc2)cs1
  1.8	-10	0	5.5	-12	3	0.5	1	2	0.4	7.2*
- CN1[C@@H](Cc2ccccc2)COc2cc(N3CCCC3)ccc2S1(=O)=O
  nt	-2	2	-3.8	-1	-2	-1.6	9	-3	-3.2	-1.5
- CSc1n[nH]c(NCc2ccccc2)n1
  1.4	2	-1	0.6	0	-1	-0.3	7	0	-0.2	-0.1
- CCCc1nc(N)c(C#N)c(-c2cccnc2)c1CC
  -0.5	-18	-8	0.1	-15	1	-1.1	-10	-3	-1.3	-1.4
- Nc1nc(-c2ccc3c(c2)NC(=O)CO3)cs1
  0.3	2	-5	2.1	3	-2	-1.0	1	0	-0.3	-1.4
- O=C(Nc1ccc(S(=O)(=O)N2CCCCC2)cc1)c1ccncc1
  -0.9	7	2	-0.7	3	-3	-1.7	-6	-4	-1.5	-1.8
- COc1cc(NC(=O)CSc2ncnc3c2cnn3Cc2ccccc2)cc(OC)c1
  -1.6	-3	-2	0.5	-1	0	-1.8	-1	-5	-1.2	-1.6
- Cc1ccc(C(=O)NCC(=O)OCC(=O)Nc2ncc(C(F)(F)F)cc2Cl)cc1
  0.6	-9	-5	-3.5	-14	-4	-0.8	-3	0	-0.4	-0.7
- C/C=C/CSc1nc2c(c(=O)[nH]c(=O)n2C)n1C(C)C
  -1.6	1	-1	-3.4	1	0	-1.7	-5	2	0.6	-0.4
- O=C(Cc1ccsc1)Nc1ccccc1F
  -0.5	-5	-2	1.2	1	-2	-0.7	3	-1	-0.1	1.1
- Cc1cc(C)nc(NC(=O)CN2C(=O)c3ccccc3S2(=O)=O)n1
  0.3	-6	-3	-1.7	1	1	-0.6	2	-3	-1.0	-0.8
- CCC(C)N(C(=O)CSc1ncnc2sccc12)C1CCS(=O)(=O)C1 (stereo not drawn)
  -0.3	-11	-4	-3.0	-5	2	-0.9	4	0	-0.7	1.8
- Cc1cc(C)c(S(=O)(=O)NCCn2ccc3ccccc32)c(C)c1
  0.1	-5	3	0.5	2	-2	-1.0	-2	-2	0.0	1.1
- COC(=O)C1=CO[C@@H](C)[C@H]2CN3CCc4c([nH]c5ccccc45)[C@@H]3C[C@H]12
  1.1	-34	-10	-6.6	-20	8	-1.6	1	-6	-0.3	-3.8
- Cn1c(CNC(=O)c2cccs2)n[nH]c1=S
  -0.1	5	2	0.1	2	3	-1.1	-2	3	0.1	-1.0
- COc1ccccc1C(=O)NCCC(=O)NNC(=O)Cn1ccc(C(F)(F)F)n1
  -0.4	-2	-2	0.9	-1	0	-1.3	-3	3	0.1	-0.1
- CC1=C(C(=O)N2CCOCC2)CC(CC(=O)NCCN2CCOCC2)C(=O)N1Cc1ccccc1 (stereo not drawn)
  0.0	-3	-1	0.9	2	5	-0.3	0	-6	-0.2	1.4
- COc1ccccc1N(CN1C(=O)c2ccccc2C1=O)C(=O)c1cccc(C)c1
  0.4	2	2	-0.2	0	0	-0.7	3	2	-0.8	-1.6
- CC1CN(c2nc3ccccc3nc2NS(=O)(=O)c2ccccc2)CC(C)O1 (stereo not drawn)
  -1.0	-47	-3	0.7	-32	-3	-0.4	-4	-3	-0.5	2.0
- CCOC(=O)C1(CCc2ccccc2)CCN(Cc2ccccn2)CC1
  -0.5	1	1	-1.6	9.9*	-5	-0.9	-7	-3	-0.7	-1.7
- Cn1c(=O)c(NC(=O)c2ccccc2)c2n(c1=S)CCCCC2
  0.4	3	-2	1.9	0	3	-0.8	-6	-1	0.1	-1.8
- Fc1cccc(/C=N/Nc2nccnc2Cl)c1
  2.6	-12	0	13*	-6	0	0.7	-10	5	1.7	3.7
- COc1ccc(/C=N/Nc2nc(Nc3ccccc3)nc(N3CCCC3)n2)cc1
  -1.5	-1	4	-2.1	-3	1	-0.7	11	0	-1.5	-1.3
- Nc1nc(N)n(-c2ccccc2)c(=Nc2ccccc2)n1
  1.0	-2	-4	0.2	1	-8	-0.6	-5	1	-0.1	-1.9
- O=C(NC1CCCC1)C(c1ccncc1)N(C(=O)c1csnn1)c1ccccc1 (stereo not drawn)
  1.8	-12	-5	-2.6	0	7	-0.7	5	1	0.1	-1.3
